Source: PubChem
hcDAF-12 act – activates DAF-12 receptor from parasite H. contortus; HEK293 hcDAF-12 lit1-tk-luc reporter, luminescence; 0% DMSO, 100% Δ7-dafachronic acid; activation, % at 6.8 µM; hit rate 1.4% among 370,000; AID 652067;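 active = activation above the mean of all tested compounds plus 3 SD, cut at about 5.5% in these data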;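 note: 100% = response to 3 µM Δ7-dafachronic acid high control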
DAX1 inh-1 – inhibits human nuclear receptor DAX1. AID 504766. inhibition, % at 6.75 µM. HEK293 Gal4-DAX1 luciferase reporter, luminescence. hit rate 0.99% among 340,000;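 active = inhibition above the mean over all tested compounds plus 3 SD, cut at about 4.2% in these data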;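 note: 0% = DAX1-transfected cells with DMSO and 100% = empty-vector control cells with DMSO; inhibition shows as a rise in luminescence from relieved DAX1 repression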
Target sequence (P51843 207-470 limits assumed): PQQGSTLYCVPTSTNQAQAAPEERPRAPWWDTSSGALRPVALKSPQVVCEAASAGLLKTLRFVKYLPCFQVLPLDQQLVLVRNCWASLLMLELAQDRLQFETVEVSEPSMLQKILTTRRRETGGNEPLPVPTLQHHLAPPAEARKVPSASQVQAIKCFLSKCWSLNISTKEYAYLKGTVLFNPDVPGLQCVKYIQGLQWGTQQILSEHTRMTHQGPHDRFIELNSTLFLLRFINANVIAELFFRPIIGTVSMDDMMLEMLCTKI
DAX1 inh-2 – inhibitors of DAX1 repression of SF-1 activated StAR promoter | HEK293T StAR-luciferase reporter, SF-1/DAX-1 repression relief | hit rate 1.1% among 370,000 | AID 652010 | inhibition, % at 6.8 µM;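 active = inhibition above the mean over all tested compounds plus 3 SD, cut at about 3.6% in these data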;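 note: 0% = DAX-1 cells with DMSO and 100% = cells lacking DAX-1 with DMSO; higher inhibition means more luminescence from relief of DAX-1 repression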
ADAM17 inh – inhibitors of human ADAM17. P78536. recombinant ADAM17, EDANS/DABCYL FRET peptide cleavage. inhibition, % at 6.95 µM. hit rate 0.83% among 370,000;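 active = inhibition above the mean of compounds lying between control limits plus 3 SD, set per campaign, cut at about 8.5% in these data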;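 note: 0% = DMSO-only wells as the low control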
PLC-beta3 inh – PLC-beta3 (human) inhibition, primary screen | Q01970 | Purified PLC-beta3, fluorogenic substrate, fluorescence | inhibition, % at 12.2 µM | hit rate 0.18% among 370,000; in the data active = inhibition above about 11%;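 note: 0% = median of compound wells on plate and 100% = full blocker control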
MBD2 DNA inh – blocks human MBD2 binding to methylated DNA | Q9UBB5 | TR-FRET, MBD2 binding to methylated oligonucleotide | inhibition, % at 4.4 µM | hit rate 0.31% among 370,000; in the data active = inhibition above about 13%
NR1D1 modulator – modulators of human Rev-erb alpha DNA binding. P20393. Rev-erbα–FITC-DNA binding, fluorescence polarization, 90 min. activity, % at 10 µM. hit rate 0.79% among 370,000;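 active = activity above about 14%, limit read from the data; passing the limit was not always enough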;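 note: 0% = DMSO wells with 35 nM protein and 100% = DMSO wells with 750 nM protein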
Target sequence (P20393 whole entry, looked up): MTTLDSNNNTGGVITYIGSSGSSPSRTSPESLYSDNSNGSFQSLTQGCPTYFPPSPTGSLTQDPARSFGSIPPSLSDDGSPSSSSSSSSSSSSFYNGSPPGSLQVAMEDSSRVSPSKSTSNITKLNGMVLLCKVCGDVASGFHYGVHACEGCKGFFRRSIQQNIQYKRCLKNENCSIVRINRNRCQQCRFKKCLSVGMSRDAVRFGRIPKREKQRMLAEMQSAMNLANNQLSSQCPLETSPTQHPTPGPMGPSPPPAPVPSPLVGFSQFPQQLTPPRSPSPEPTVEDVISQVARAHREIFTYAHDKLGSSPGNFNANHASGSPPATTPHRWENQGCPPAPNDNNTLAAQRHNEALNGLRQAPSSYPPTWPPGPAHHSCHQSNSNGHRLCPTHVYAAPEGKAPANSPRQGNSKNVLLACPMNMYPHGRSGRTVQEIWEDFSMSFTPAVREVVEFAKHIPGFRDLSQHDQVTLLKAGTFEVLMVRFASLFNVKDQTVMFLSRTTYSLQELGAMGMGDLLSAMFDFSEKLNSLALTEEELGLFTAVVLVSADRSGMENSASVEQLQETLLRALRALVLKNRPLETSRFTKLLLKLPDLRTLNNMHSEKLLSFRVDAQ
PLC-gamma1 inh – blocks human PLC-gamma1 enzyme activity; inhibition, % at 12.2 µM; hit rate 0.84% among 370,000; AID 720700; P19174; purified PLC-gamma1, fluorogenic substrate, fluorescence; in the data active = inhibition above about 9.5%
ssDAF-12 act – S. stercoralis DAF-12 activation, primary screen. HEK293 ssDAF-12/GRIP1 lit1-tk-luc reporter, luminescence; % of 3 µM dafachronic acid response. AID 652126. activation, % at 6.8 µM. hit rate 1% among 370,000;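 active = activation above the mean over all tested compounds plus 3 SD, cut at about 0.9% in these data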;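 note: 0% = DMSO-only wells and 100% = 3 µM delta7-dafachronic acid wells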
hgDAF12 agonist – activates the H. glycines DAF-12 receptor ligand-binding domain; activation, % at 6.8 µM; hit rate 1.8% among 370,000; HEK293 GAL4-hgDAF12 UAS-luciferase reporter, agonist luminescence; normalized to butyrate control;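 active = activation above a cutoff set at the mean of all screened compounds plus 3 SD, cut at about 10% in these data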;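 note: 0% = DMSO wells and 100% = sodium butyrate wells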
SMARCA2 activ – activators of SMARCA2 function | MG213 cells, MMTV-luciferase reporter, dexamethasone, overnight | activation, % at 9.1 µM | hit rate 1% among 370,000; in the data active = activation above about 7.8%;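 note: 0% = vehicle wells and 100% = reference activator wells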
* hit, by the source's call; x = not tested or not shown.

SMILES | hcDAF-12 act | DAX1 inh-1 | DAX1 inh-2 | ADAM17 inh | PLC-beta3 inh | MBD2 DNA inh | NR1D1 modulator | PLC-gamma1 inh | ssDAF-12 act | hgDAF12 agonist | SMARCA2 activ
O=C(N/N=C/c1ccccc1)c1ccc(N2CCOCC2)c([N+](=O)[O-])c1 | -2.4 | 0.1 | -0.2 | 3 | 2 | -5 | -2 | 4 | -0.6 | 1.1 | -4
Nc1[nH]c(C(=O)c2ccccc2)c(-c2ccc(Cl)cc2)c1C(=O)c1c[nH]c2cc(F)ccc12 | 2.4 | x | 2.0 | 2 | -13 | -4 | -1 | -6 | 0.3 | 1.8 | -4
CN(Cc1ccc(F)cc1)C(=O)CNC(=O)c1cccs1 | 1.7 | 0.2 | 1.3 | 2 | -3 | -8 | 3 | 1 | -1.0 | -3.5 | -1
COCCNC(=O)c1cc2sccc2n1C | 0.6 | 0.7 | 0.2 | 3 | -6 | -4 | 9 | -1 | -1.6 | -1.6 | -7
COc1ccc(NC(=O)CN2CCN(c3ccccc3F)CC2)cc1 | -0.8 | 0.2 | -0.4 | 0 | -1 | -6 | -3 | 1 | -1.2 | -0.8 | 0
O=S1(=O)CCSC[C@@H](CNCc2ccco2)N1 | -0.2 | x | -0.4 | -7 | 1 | 0 | -3 | -3 | -0.6 | -0.5 | -5
O=c1c2ccccc2nnn1Cc1ccco1 | 0.3 | x | -0.7 | 0 | -2 | -1 | -6 | -1 | -1.0 | -2.8 | -2
COC(=O)c1c(NC(C)=O)sc2c1CCN(Cc1ccccc1)C2 | -1.6 | -0.2 | -0.2 | -4 | 2 | 0 | -6 | -1 | -1.2 | -5.0 | -1
CCOc1ccc(NC(=O)COC(=O)COc2cccc3c2OC(C)(C)C3)cc1 | 0.7 | 0.7 | -4.4 | -4 | -4 | 0 | 6 | 1 | -0.9 | 1.4 | -1
COc1ccc(CCNC(=O)NC(C(F)(F)F)C(F)(F)F)cc1OC | -1.1 | 0.2 | 0.6 | -3 | 3 | -1 | -2 | 3 | -0.8 | -1.8 | 0
Clc1ccccc1CSc1nc2ccncc2[nH]1 | 3.5 | -0.6 | 2.9 | -2 | -2 | 2 | 2 | -1 | -0.2 | 12* | 2
CCCCNC(=O)C1CCCN1C(=O)Nc1cccc(OC)c1 (stereo not given) | -2.0 | -0.3 | -0.2 | -3 | 0 | 2 | -2 | 1 | -0.9 | -0.8 | -2
COc1cccc2c1cc1c(=O)n(CC(=O)N3CCCC3)nc(C)n12 | -1.5 | -0.2 | 0.3 | -215 | -252 | 0 | -7 | -170 | -1.1 | 0.0 | -2
Cc1cccc(NC(=O)C(C)SCc2nc3sc(C)c(C)c3c(=O)[nH]2)n1 (stereo not given) | -1.0 | 0.2 | -0.3 | -6 | -25 | -2 | -2 | -15 | -1.1 | -4.1 | 0
COc1ccc(OC)c(-n2c(SCC(=O)NCC3CCCO3)nc3ccccc3c2=O)c1 (stereo not given) | -0.4 | -0.8 | -1.5 | -1 | -2 | 1 | 4 | 0 | -1.3 | -0.6 | -1
Cc1ccc(NC2=NCC(=O)N2CCc2ccccc2)cc1C | 0.0 | -1.0 | -0.2 | -3 | -3 | -2 | 0 | -3 | -0.9 | -2.4 | -2
O=C(NNC(=O)c1cnccc1C(F)(F)F)c1ccccc1 | -0.2 | 4.2 | 0.2 | -5 | -6 | 4 | -7 | 0 | -0.4 | 0.8 | -4
C/C(=N\Nc1ccc(S(N)(=O)=O)cc1[N+](=O)[O-])c1ccco1 | -1.9 | -2.7 | -0.4 | 0 | 1 | -18 | 0 | 5 | -1.8 | -2.1 | -2
CCOC(=O)c1cnn(-c2nc3c(C)cccc3s2)c1C | 4.2 | 0.8 | -0.2 | -1 | 2 | -1 | 13 | 3 | -0.3 | -0.1 | 0
CN(C)c1ccc2c(O)cc(=O)n(C)c2c1 | -0.2 | -0.4 | -0.7 | -21 | -64 | -6 | 6 | -40 | -0.8 | -1.8 | -2
CCOc1ncccc1C(=O)OCC(=O)NC(=O)NC(C)C | 0.8 | 0.7 | -0.6 | -2 | 2 | 2 | 1 | 2 | -1.4 | -4.0 | -1
O=C(Nc1ccc([N+](=O)[O-])cc1)C1C(c2ccccc2)=C1c1ccccc1 | 3.2 | -0.9 | 0.6 | -5 | 0 | 2 | 0 | 1 | 0.9 | 0.2 | -3
COc1ccc(N2CCN(Cc3nc(-c4ccccc4)no3)CC2)cc1 | -2.8 | 1.2 | 0.9 | -6 | -2 | 4 | 1 | -2 | -1.5 | 0.4 | 0
O=c1c([N+](=O)[O-])cc(C(F)(F)F)cn1Cc1c(Cl)cccc1Cl | -1.3 | -1.0 | -0.8 | 2 | 4 | 4 | 2 | 4 | -1.1 | -0.3 | -3
CC(C)c1ccc(NC(=O)c2ccccc2NC(=O)C2CC=CCC2C(=O)O)cc1 (stereo not given) | 2.9 | 5.5* | 8.3* | -3 | -14 | -6 | -2 | -3 | -0.4 | 15* | 3
COc1ccc(N=C2NC(=O)/C(=C\C=C\c3ccccc3)S2)cc1 | 0.5 | -0.6 | -0.1 | -1 | -4 | -2 | -1 | 3 | -1.3 | 0.7 | 3
Cc1cccc(C(=O)NCC(c2ccco2)N(C)C)c1 (stereo not given) | -0.3 | 0.5 | 0.4 | -7 | -9 | 3 | -2 | -6 | -1.4 | 0.1 | -1
COc1ccc(S(=O)(=O)N2CCN(c3ccc4nnc(-c5ccc(F)cc5)n4n3)CC2)cc1 | -2.4 | -0.4 | -1.0 | 2 | -2 | -2 | -1 | 0 | -1.6 | 0.5 | 0
CC(C)NC(=O)c1cc(C(=O)c2cc(Cl)ccc2O)coc1=N | -1.0 | -1.2 | 0.1 | -6 | -5 | 0 | -4 | -3 | -1.0 | 0.5 | 4
O=C(NCCc1ccncc1)c1ccc2nc(Cc3cccc(Cl)c3)oc2c1 | -1.6 | 0.1 | -1.4 | -6 | -7 | -1 | -1 | 0 | -1.1 | -1.9 | 0
COc1ccc(CNC(=O)CN2CCC(NC(=O)c3ccccc3C)CC2)cc1 | -2.1 | -0.5 | 0.1 | -2 | -7 | -5 | 1 | -1 | -0.5 | 0.5 | 0
Cn1c(=O)c2ncn(CC(=O)Nc3cccc(-c4nc5ccccc5s4)c3)c2n(C)c1=O | 0.2 | 2.2 | 0.9 | -8 | -94 | 5 | 4 | -78 | -0.8 | 4.0 | -1
C=CCCC(=O)Nc1nc(C)c(-c2csc(Nc3ccc(Cl)cc3)n2)s1 | 1.8 | 0.5 | -0.9 | 1 | -29 | -4 | -5 | -19 | -0.3 | 4.1 | 0
CC(C)(C)OC(=O)N[C@H](C(=O)OC(C)(C)C)c1ccc(Br)cc1 | -0.4 | 1.1 | 0.2 | -1 | 0 | -1 | -2 | -2 | -0.8 | 2.5 | 1
CCCSc1cc(=O)n(-c2ccccc2)nc1C(=O)O | 0.5 | 0.6 | -0.8 | -2 | 0 | 5 | -3 | 1 | -1.4 | 0.4 | 1
CC1CCCN(CCCNC(=O)c2ccc(CS(=O)(=O)c3c(Cl)cccc3Cl)o2)C1 (stereo not given) | -0.1 | 0.1 | 0.4 | -6 | -10 | 0 | 0 | 2 | -1.1 | 0.1 | -3
CC(=O)N1CCN(S(=O)(=O)c2ccc3c(c2)CCC(=O)N3)CC1 | 0.4 | 0.3 | -0.2 | 2 | -4 | -7 | -4 | 1 | -1.1 | -3.4 | -1
Cc1ccc(Nc2c(-c3ccc(N4CCOCC4)cc3)nc3ncccn23)cc1 | -2.2 | 1.1 | 0.8 | -4 | -56 | 7 | -4 | -46 | -0.8 | 3.5 | -2
Cn1nc(CC(=O)N2CCN(c3ccccc3)CC2)c2ccccc2c1=O | -0.5 | 0.3 | -1.3 | 6 | 4 | -6 | 1 | 5 | -1.5 | -2.8 | 3
CN(C)c1nnc(-c2ccc(Cl)cc2)o1 | 0.0 | 0.7 | 0.1 | -21 | -12 | 2 | 0 | -4 | -1.3 | 0.1 | 2
O=C(COC(=O)COc1ccc(Cl)cc1Cl)Nc1cccnc1Cl | 0.3 | -2.4 | 0.5 | -2 | -3 | 1 | 1 | 0 | -2.2 | -2.8 | 2
O=C(O)CCC(=O)N1N=C(c2cccs2)CC1c1ccc(Br)cc1 (stereo not given) | 0.8 | -0.7 | -0.4 | -13 | -46 | -1 | 2 | -31 | -1.5 | 0.8 | 1
CCOC(=O)c1c(S(=O)(=O)NCC(=O)NCc2ccccc2Cl)c(C)n(C)c1C | 0.1 | 0.2 | 0.9 | -5 | 4 | -1 | -5 | 0 | -0.7 | -4.4 | -1
Cc1sc(NC(=O)CSc2nc(N)n(CC(=O)c3ccccc3)n2)c(C#N)c1C | -2.8 | 0.0 | 0.3 | 5 | 3 | 0 | -2 | 8 | -1.9 | -0.8 | -1
c1ccc(Oc2ncnc3ccccc23)cc1 | 1.2 | 3.2 | -0.1 | -1 | -1 | 21* | 2 | 3 | -0.3 | 0.4 | -4

3 of the entries above in order of their number in hcDAF-12 act, descending.
Molecule	hcDAF-12 act
c1ccc(Oc2ncnc3ccccc23)cc1	1.2
CCCSc1cc(=O)n(-c2ccccc2)nc1C(=O)O	0.5
Cn1c(=O)c2ncn(CC(=O)Nc3cccc(-c4nc5ccccc5s4)c3)c2n(C)c1=O	0.2

(list continues)
SMILES | hcDAF-12 act | DAX1 inh-1 | DAX1 inh-2 | ADAM17 inh | PLC-beta3 inh | MBD2 DNA inh | NR1D1 modulator | PLC-gamma1 inh | ssDAF-12 act | hgDAF12 agonist | SMARCA2 activ
Cc1cccc(C)c1NC(=O)CCCSc1nnc(N)s1 | -0.9 | -0.2 | 0.2 | -6 | -1 | 4 | -2 | -1 | -1.9 | -0.3 | -5
Cn1c(CNC(=O)c2ccc3c(c2)OCO3)nnc1SCC(=O)Nc1ccccc1F | -0.1 | -0.7 | 0.0 | -3 | -7 | 0 | 2 | 0 | -0.4 | 0.6 | -3
COc1ccc(Cn2cnc3c4cc(F)ccc4n(C)c3c2=O)cc1 | -3.3 | x | -0.1 | -6 | -2 | 2 | 6 | 2 | -1.4 | -0.1 | -1
Cc1cc(NC(=O)CCC(=O)N(CC(=O)NC2CCCC2)Cc2ccccc2Cl)no1 | -1.5 | 3.5 | -0.6 | 1 | 2 | -5 | -5 | -1 | -1.1 | -0.1 | 3
O=C(NCCc1ccccc1F)c1[nH]c(C(F)(F)F)nc1-c1ccccc1 | 0.9 | x | -0.4 | -1 | 0 | 2 | 3 | 1 | -1.1 | -1.2 | -1
O=C(Nc1ccc(N2CCOCC2)cc1)c1cnccn1 | 2.7 | -3.8 | 1.1 | 3 | 1 | -1 | -4 | 2 | -0.8 | 6.7 | 1
O=C(Nc1cccc(C(F)(F)F)c1)c1cc(S(=O)(=O)N2CCCCC2)ccc1N1CCOCC1 | 0.0 | -0.9 | 0.4 | -1 | -1 | -6 | 0 | -1 | -1.2 | 0.8 | 0
CC(=O)N(C(C)=O)C1=C(C#N)C2(CCCCC2)Cc2ccccc21 | -1.4 | -0.4 | -0.2 | 0 | -1 | -2 | 6 | -1 | -1.0 | -0.5 | -1
O=C(NC(=S)NCc1ccco1)c1ccccc1 | 2.1 | 0.5 | 0.2 | -6 | 5 | -2 | -5 | -2 | -1.2 | -0.9 | -4
